Compound activity: PubChem BioAssay, several laboratories
Vif imaging – HIV Vif inhibition | HEK293T cells, Vif self-association by quenched fluorescence, imaging, 24 h | inhibition, % at 7.49 µM | 340,000 compounds, 0.35% hits; in the data active = inhibition above about 50%, passing the limit was not always enough; inconclusive = no clear call, values can overlap the other calls; inactive = below about 31%; also: some results filed as inactive read as strong as hits
NR2E3 ag-1 – human photoreceptor-specific nuclear receptor agonism; AID 602229; Q9Y5X4; CHO-S Gal4-NCOR/VP16-NR2E3 two-hybrid, luciferase; inhibition of corepressor binding, % at 3.98 µM; 360,000 compounds, 0.35% hits;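 active = inhibition above the mean of all tested compounds plus 3 SD, cut at about 70% in these data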;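 also: 0% = DMSO with NR2E3 transfected cells and 100% = cells lacking NR2E3 construct; higher means lower luciferase signal from less NR2E3 corepressor binding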
Target sequence (Q9Y5X4 whole entry, looked up, the tested form may be a part): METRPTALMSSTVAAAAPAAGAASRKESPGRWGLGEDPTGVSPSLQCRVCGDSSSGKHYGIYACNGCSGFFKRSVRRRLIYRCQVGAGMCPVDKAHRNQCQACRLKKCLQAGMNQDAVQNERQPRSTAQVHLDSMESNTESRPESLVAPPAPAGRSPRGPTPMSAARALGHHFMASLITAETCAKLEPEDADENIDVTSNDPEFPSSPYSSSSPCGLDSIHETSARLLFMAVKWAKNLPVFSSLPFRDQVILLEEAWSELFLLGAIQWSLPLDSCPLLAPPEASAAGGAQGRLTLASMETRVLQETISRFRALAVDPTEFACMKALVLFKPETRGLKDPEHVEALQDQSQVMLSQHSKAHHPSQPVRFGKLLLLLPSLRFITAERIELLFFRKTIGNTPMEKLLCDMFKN
CaV13 FRET inh – Disruptors of the CACNA1D IQ motif to Ca2+-dependent inactivation inhibitor domain association, primary screening, Förster resonance energy transfer in intact living …; HEK cells, CFP/YFP FRET ICDI-IQ, plate reader, 10 min; percent FRET-ratio fall versus neutral wells; inhibition, % at 12.3 µM; 340,000 compounds, 0.098% hits; AID 743397;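 active = mean replicate inhibition of at least 30% and at least 1% of replicates passing that level; inconclusive = only one of the two criteria is met; inactive = neither criterion is met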;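 also: 0% = median of the neutral control wells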
Exocytosis inh – blocks lytic granule exocytosis | TALL-104 LAMP-1 surface exposure, flow cytometry; cells stimulated with thapsigargin and PMA | inhibition, % at 10 µM | 360,000 compounds, 0.66% hits | AID 651702;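 active = inhibition above about 55%, limit read from the data; inconclusive = no clear call, values can overlap the other calls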
iPSC survival up – enhancers of human iPSC single-cell survival; hiPSC single-cell survival, ATPlite luminescence; 100% = ROCK inhibitor wells, 0% = DMSO; survival enhancement, % at 20 µM; 360,000 compounds, 0.044% hits; AID 602274; in the data active = survival enhancement above about 18%;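 also: cells exposed to compounds for 16 hours before the ATP read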
aDG glyco up – alpha-DG glycosylation activation. Pro5-aDG cells, alpha-DG glycosylation AlphaScreen (IIH6); 0% Pro5, 100% B10-LARGE cell signal. activation, % at 10 µM. 360,000 compounds, 0.22% hits. AID 624168;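 active = activation of at least 8% versus controls, or a plate z-score of at least 8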;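 also: Pro5 are CHO cells carrying HIG-tagged alpha-DG that lacks glycosylation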
HIF-2a inh – inhibitors of HIF-2a; 360,000 compounds, 0.72% hits; inhibition, % at 18.8 µM; AID 624352; 786-0 RCC cells HIF-2a reporter, luciferase luminescence, overnight;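 active = inhibition of the luminescence signal of 40% or more relative to plate controls, in a single-dose primary screen at 18.75 µM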
Peg3 promoter – reduces Peg3 promoter-driven luciferase expression in HeLa; inhibition, % at 20 µM; HeLa PEG-Prom luciferase reporter, luminescence, overnight; 360,000 compounds, 1.7% hits; AID 588405;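 active = inhibition of at least 50% at 20 µM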
NR2E3 ag-2 – NR2E3 (human) agonism; AID 2300; GST-NR2E3/biotin-RetCOR TR-FRET, 1536-well; inhibition of corepressor binding, % at 4.78 µM; Q9Y5X4; 320,000 compounds, 0.12% hits;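 active = percent inhibition above the cutoff of mean plus 3 SD of all tested compounds, set per screening campaign, cut at about 20% in these data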;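 also: 0% = DMSO wells and 100% = biotin wells as full block of FRET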
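Test system: GST-NR2E3 and biotin-RetCOR proteins | Quantity: 1.35 nM GST-tagged NR2E3 final | Medium: Tris pH 7.5 | Also added: 7 nM biotin-RetCOR | Dosing: Compound at 4.8 µM, single dose | Timing: 5 h at 4 °C | Detection: Time-resolved FRET | Read-out basis: Percent inhibition | Benchmarks: Biotin wells as high control, 0.6% DMSO wells as low control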
TRPM1 prom inh – MITF TRPM1 promoter inhibition in SK-MEL-5 cells. SK-MEL-5 TRPM1 promoter luciferase, 24 h. inhibition, % at 12.5 µM. 330,000 compounds, 0.83% hits. AID 488899;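 active = mean inhibition across replicates of 60% or more, whatever share of single replicates reaches that level; inconclusive = some that reach 60%, reason not given; inactive = mean inhibition across replicates below 60%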; also: values of inactives mirror those of a sister screen read the other way
PDI turbidity – blocks human protein disulfide isomerase activity. inhibition, % at 10 µM. PDI insulin aggregation turbidity, A650, 90 min. P07237. 350,000 compounds, 0.052% hits;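 active = mean inhibition across replicates of 30% or more, whatever share of single replicates reach that level; inconclusive = mean inhibition below 30% while every single replicate reaches 30%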;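 also: absorbance from insulin aggregation driven by PDI reduction with DTT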
Target sequence (P07237 whole entry, looked up): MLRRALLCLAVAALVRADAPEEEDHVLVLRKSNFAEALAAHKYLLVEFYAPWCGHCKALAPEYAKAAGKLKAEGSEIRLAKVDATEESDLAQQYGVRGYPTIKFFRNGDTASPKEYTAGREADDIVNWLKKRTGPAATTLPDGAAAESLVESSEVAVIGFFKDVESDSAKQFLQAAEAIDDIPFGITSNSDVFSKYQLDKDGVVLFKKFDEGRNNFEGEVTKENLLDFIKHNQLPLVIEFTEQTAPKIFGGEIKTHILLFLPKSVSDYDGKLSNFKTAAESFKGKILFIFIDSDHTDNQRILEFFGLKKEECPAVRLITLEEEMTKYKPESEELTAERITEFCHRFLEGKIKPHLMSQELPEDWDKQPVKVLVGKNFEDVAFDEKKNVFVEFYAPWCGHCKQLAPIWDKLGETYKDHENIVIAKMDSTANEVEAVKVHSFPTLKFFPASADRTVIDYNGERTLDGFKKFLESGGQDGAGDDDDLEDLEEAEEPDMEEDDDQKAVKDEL
Active calls of the source: *; ? = inconclusive; . = no result given.

Preview, 3 compounds:
SMILES | Vif imaging | NR2E3 ag-1 | CaV13 FRET inh | Exocytosis inh | iPSC survival up | aDG glyco up | HIF-2a inh | Peg3 promoter | NR2E3 ag-2 | TRPM1 prom inh | PDI turbidity
CC(=O)c1c(O)c2ccccc2n(C)c1=O | 12 | -24 | -3 | 0 | -0.1 | -0.1 | 20 | 19 | 2 | 20 | 2
O=C(O)CC1S/C(=N/N=C/c2ccc(-c3ccccc3[N+](=O)[O-])o2)NC1=O (configuration not stated) | 6 | -34 | -6 | 5 | -1.4 | 0.0 | 0 | 14 | 4 | 14 | -1
Cc1[nH]nc(SCC(=O)Nc2ccc(C#N)cc2)c1[N+](=O)[O-] | -2 | -7 | -3 | -3 | 4.3 | -0.1 | 13 | 0 | 4 | -6 | -4

The list itself, from the start:
SMILES | Vif imaging | NR2E3 ag-1 | CaV13 FRET inh | Exocytosis inh | iPSC survival up | aDG glyco up | HIF-2a inh | Peg3 promoter | NR2E3 ag-2 | TRPM1 prom inh | PDI turbidity
CC(=O)c1c(O)c2ccccc2n(C)c1=O | 12 | -24 | -3 | 0 | -0.1 | -0.1 | 20 | 19 | 2 | 20 | 2
O=C(O)CC1S/C(=N/N=C/c2ccc(-c3ccccc3[N+](=O)[O-])o2)NC1=O (configuration not stated) | 6 | -34 | -6 | 5 | -1.4 | 0.0 | 0 | 14 | 4 | 14 | -1
Cc1[nH]nc(SCC(=O)Nc2ccc(C#N)cc2)c1[N+](=O)[O-] | -2 | -7 | -3 | -3 | 4.3 | -0.1 | 13 | 0 | 4 | -6 | -4
Cc1ccc(S(=O)(=O)N(C)Cc2cc3cc(C)ccc3[nH]c2=O)cc1 | -4 | -6 | -7 | 0 | 0.8 | -0.6 | 1 | 8 | 3 | 19 | -10
Cc1ccc(-c2nc(-c3ccncc3)no2)cc1Cl | -2 | -51 | -10 | -1 | -0.3 | 0.0 | -318 | -412 | 2 | -40 | -2
COc1cccc(C(O)c2nc3ccccc3n2C(C)C)c1OC (configuration not stated) | 7 | -13 | -4 | -7 | 0.6 | 0.2 | -2 | -1 | 1 | 1 | 2
CC(=O)c1ccc(S(=O)(=O)Nc2cc3c(cc2C(C)=O)OCO3)cc1 | 4 | -5 | 7 | 8 | -0.5 | 0.2 | 16 | 6 | 2 | -5 | 10
COC(=O)C1=C(C)N(Cc2ccccc2)C(=O)N[C@H]1c1cccs1 | 10 | -8 | -12 | -3 | 0.3 | 0.1 | 5 | 0 | 2 | -3 | 2
Cc1cc(=O)oc2cc(NC(=O)c3cccc(Br)c3)ccc12 | -7 | 7 | -5 | -4 | -0.6 | -0.3 | -33 | -31 | 2 | -13 | 1
CCOc1ccc(NC(=O)c2ccccc2C(=O)c2ccccc2)cc1OCC | 18 | -9 | -1 | -1 | -0.5 | -0.1 | 26 | 16 | 1 | 4 | 4
COc1cccc(C(CNC(=O)C(c2ccccc2)c2ccccc2)N(C)C)c1 (configuration not stated) | -5 | 5 | -3 | 25 | -0.5 | -0.1 | -5 | 2 | -2 | -6 | 14
O=C(CCCNC(=O)c1ccc(Cl)cc1)Nc1ccccc1C(F)(F)F | 2 | 27 | -19 | -12 | -0.7 | 0.2 | 15 | 7 | 2 | 2 | -3
CCOC(=O)[C@H]1[C@H]2COc3cc(OC)ccc3[C@@H]2N2C(=O)c3ccc(C)cc3NC(=O)[C@@]12C | -4 | 3 | -11 | 1 | -1.5 | 0.1 | 1 | 6 | 0 | 1 | -6
COc1ccc(-c2nc3ccccc3c(=O)n2CCOc2ccccc2C)cc1 | -6 | 21 | -4 | -2 | 1.0 | 0.0 | 13 | -31 | -1 | -4 | 5
CC(C)(C)C(=O)c1cnc(Nc2ccccc2Cl)s1 | -11 | -76 | . | -4 | -0.7 | -0.2 | -249 | -386 | 3 | -141 | -1
COc1ccc2ccc3c(c2c1)N=C[C@]1(O3)N(C)c2ccccc2C1(C)C | ? | -26 | 0 | 4 | 1.6 | -0.1 | -12 | 10 | 7 | -24 | -21
COCCn1ccc2c(OCC(=O)NCc3ccc(C)cc3)cccc2c1=O | . | -23 | -6 | 0 | 0.2 | 0.2 | 20 | 1 | 0 | 2 | -5
CC(C)(O)C#Cc1ccc(N2C(c3ccsc3)=Cc3ccc(F)cc3C2c2c[nH]c3ccccc23)cc1 (configuration not stated) | . | -7 | -9 | 6 | 1.4 | -0.1 | -9 | . | . | . | .
Cc1ccc(S(=O)(=O)NC(=O)c2ccc(-c3ccc(C)c4ccccc34)o2)cc1 | -3 | 20 | -4 | -6 | 1.5 | -0.2 | 8 | 12 | 2 | 6 | -1
CC1CCCCN1CC(O)COCc1ccc(Cl)cc1 (configuration not stated) | 16 | -8 | -2 | 2 | -0.6 | -0.2 | 18 | -4 | 2 | 10 | -29
Cc1cccnc1CCNC(=O)C1CCC(=O)N(Cc2cccc(F)c2)C1 (configuration not stated) | 1 | -24 | . | 2 | -0.5 | -0.2 | 15 | 4 | -2 | -5 | -1
O=C(C[n+]1ccccc1)Nc1ccccc1 | -4 | -21 | -5 | -1 | 0.6 | -0.1 | 21 | -9 | -3 | . | -5
CCN(CC)CCNC(=O)CS(=O)Cc1nc(-c2ccc(Cl)cc2)oc1C (configuration not stated) | 15 | -6 | -6 | -8 | -2.0 | 0.1 | 10 | 10 | -2 | -14 | -1
CC1CCN(c2ccc3c(c2)S(=O)(=O)c2cc(C(=O)O)ccc2C3=O)CC1 | 0 | -110 | -17 | -3 | 1.0 | 0.0 | -60 | -143 | . | . | -5
CCCSc1nc2sc3c(c2c(=O)[nH]1)CC(C)(CC)OC3 (configuration not stated) | 4 | -12 | -5 | -7 | 0.9 | 0.1 | -8 | -11 | 1 | -2 | -1
NC(=O)C1CCN(C(=S)c2ccc(-c3ccc(Br)cc3)o2)CC1 | -1 | -176 | -5 | -1 | -1.6 | 0.0 | -188 | -259 | -3 | -16 | -1
CCC(NC(=S)NC1CCCCC1)c1ccccc1 (configuration not stated) | -3 | -6 | -6 | 1 | -0.4 | 0.5 | 6 | 15 | . | 10 | 17
COc1ccc(/C=C/C(=O)Nc2cc(C(F)(F)F)ccc2Cl)cc1 | 3 | -7 | -4 | 1 | -0.1 | 0.0 | -28 | 2 | -2 | -5 | -1
Cc1cc(NC(=O)CSc2nc(CC(C)(C)C)nc3c2c(=O)n(C)c(=O)n3C)no1 | . | -32 | -3 | -2 | 8.0 | 0.2 | -8 | 21 | 2 | -2 | .
CCOC(CCn1c(SCc2cccc([N+](=O)[O-])c2)nc2ccccc2c1=O)OCC | -4 | -9 | -5 | -3 | -0.9 | 0.2 | 8 | 23 | -1 | -14 | 0
CCNC(=O)NC(=O)COC(=O)CCCSc1nc2ccccc2[nH]1 | 17 | -5 | -3 | -2 | 7.5 | 0.3 | 6 | -30 | 1 | -12 | 0
Cc1ccc(S(=O)(=O)N(C)c2ccc(C(=O)NCC(c3ccco3)N(C)C)cc2)cc1 (configuration not stated) | -3 | 15 | -14 | -6 | 0.2 | -0.6 | 1 | 16 | 6 | 4 | 0
O=C1OC(/C(=C\Nc2ccccc2)[N+](=O)[O-])c2ccccc21 (configuration not stated) | 1 | -7 | -5 | 5 | 0.9 | -0.1 | 9 | 0 | 0 | -12 | 12
CC(C)NC(=O)c1onc(CSc2ccccc2F)c1C(=O)O | -2 | -28 | -10 | -2 | -0.9 | 0.0 | 9 | 0 | 3 | . | -1
COc1cc(CC(=O)O)c(C(C)=O)cc1OC | -3 | 0 | -5 | -4 | -2.1 | 0.2 | 15 | -6 | 3 | 13 | -2
O=C(NNC(=O)C1CCC(C(=O)NNC(=O)c2cccs2)CC1)c1cccs1 (configuration not stated) | 5 | 8 | -14 | -2 | 0.0 | -0.1 | 15 | 0 | -2 | 2 | -9
O=C(Nc1ccc(Cl)cn1)c1ccccc1SCc1ccccc1 | 0 | -3 | -20 | -1 | 0.9 | 0.1 | 0 | 7 | 5 | -4 | -8
O=C(NN1CC(=O)N(c2cc(Cl)cc(Cl)c2)CC1=O)c1cccs1 | 7 | 4 | -5 | 7 | 0.0 | -0.1 | 8 | 5 | 4 | 2 | 12
COCCNC(=O)c1nc2c(nnn2Cc2cc(C)ccc2C)c(=O)[nH]1 | 1 | -11 | -8 | -1 | -0.4 | 0.1 | 18 | -2 | 6 | 1 | 2
C#CCOCCOCCOCCNc1nc(N2CCN(C(=O)C([C@@H](C)O)n3cc([C@@H](N)CCCCN)nn3)CC2)nc(N2CCN(C(=O)C([C@@H](C)O)n3cc([C@@H](N)CCCCN)nn3)CC2)n1 (some centres not stated) | 10 | 7 | -5 | 0 | 0.2 | 0.7 | 17 | -14 | . | 2 | 0
CC1(C)CC2CC(C)(CN2S(=O)(=O)c2cccc(C(=O)O)c2)C1 (configuration not stated) | -5 | -39 | -19 | 2 | -0.3 | 0.5 | 15 | 21 | 1 | 2 | 1
CCOc1cc(/C=C(\C#N)C(=O)Nc2ccccc2C(=O)O)ccc1OC(=O)c1ccc(C)cc1 | -2 | -19 | -2 | 6 | -0.4 | 0.0 | -14 | -11 | 0 | 4 | 4
COc1ccc(C2=NN(Cc3c(F)cccc3Cl)C(=O)CC2)cc1 | -2 | -45 | -2 | -7 | -0.3 | -0.1 | 11 | 18 | 3 | -1 | 10
O=[N+]([O-])c1cccc(/C=C/c2ccccn2)c1 | 4 | -47 | -4 | -5 | 0.1 | 0.1 | -202 | -155 | 3 | -39 | -7
Nc1nnc(SCc2cccnc2)s1 | 29 | -2 | -3 | -1 | 4.3 | 0.0 | 2 | -1 | -2 | -1 | 2
COc1cc(CC(=O)Nc2ccc3nc(C)sc3c2)cc(OC)c1OC | -5 | -24 | -5 | -1 | 5.5 | 1.8 | 5 | 9 | -3 | 20 | 0
COc1ccc2c(c1)c1ccccc1n2C | 18 | -2 | -4 | -3 | -1.4 | -0.2 | -61 | -30 | -1 | -12 | 9
Cc1cccc(N2CCN(S(=O)(=O)c3c(C)noc3/C=C/N(C)C)CC2)c1C | 3 | -41 | -3 | 2 | 0.1 | -0.1 | 19 | -4 | -1 | 4 | -6
C[C@H](CO)N1C[C@H](C)[C@@H](CN(C)C(=O)Nc2ccc(C(F)(F)F)cc2)Oc2c(NC(=O)c3ccncc3)cccc2C1=O | 6 | -16 | -6 | -1 | 1.9 | -0.1 | 3 | -6 | . | -2 | -5
COc1cccc(-c2[nH]nc3c2C(c2ccsc2)C(C#N)=C(N)O3)c1 (configuration not stated) | -1 | -13 | -9 | 4 | 5.6 | -0.1 | -64 | -1 | 4 | 2 | -4
Cc1cc(=O)c(C(=O)O)cn1Nc1ccc(Cl)cc1 | 16 | -4 | -3 | 0 | -1.3 | -0.3 | 21 | 16 | 3 | -9 | 4
